Compound activity deposited in PubChem BioAssay by National Center for Advancing Translational Sciences (NCATS).
aSyn tox rescue – alpha-synuclein toxicity suppression in yeast; 94,000 compounds, 0.02% hits; Potency, µM (highest dose often 46.1 µM), for inactives: at the top dose growth rescue (activation), hits mostly activators; S. cerevisiae alpha-synuclein toxicity rescue, BacTiter-Glo growth, 24 h; active = well fitted activation curve with a large enough effect; inconclusive = small, poorly fitted or top-dose-only effect; note: 0% is about no effect
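Growth restoration measured by BacTiter-Glo luminescence after 24 hr at 30 deg C; alpha-synuclein yeast, raffinose-pregrown to mid-log, were added at OD600=0.02 in galactose medium onto pinned compounds.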
Numbers without * were called inactive; ? = inconclusive; [ ] = another dose, or the depositor's remark. Potency is the fitted concentration of half-maximal effect. These rows are one share of the data; the hit share may differ from the screen's.

SMILES	aSyn tox rescue
CCOc1ccccc1N(CC)C(=O)c1cc2ccc3cccnc3c2[nH]1	?
COc1cc(CN(C(=O)Nc2ccccc2)c2ccccn2)cc(OC)c1OC	3.9%
Cc1ccc(OCC(=O)NCCNC(=O)c2ccccn2)cc1	6.2%
O=C(CSc1ccccc1F)NC(=O)NC1CCCC1	10.7%
Cc1cc(F)ccc1S(=O)(=O)NCC(c1ccco1)S(=O)(=O)c1cccs1 (stereo not given)	-15.0%
COc1ccc(CNC(=O)c2ccc3c(O)c(S(=O)(=O)c4ccccc4)c(=O)[nH]c3c2)cc1	0.5%
Cc1ccc(C)c(Cn2c(SCC(=O)NCc3ccccc3)nc3ccccc32)c1	?
COc1ccc(CNC(=O)Cn2nc3c(cc2=O)CCCC3)cc1	-5.1%
Cc1ccc(S(=O)(=O)N(C)C)cc1NC(=O)CCc1c[nH]c2ccccc12	-5.0%
CCCCn1c(N)c(N(CCOC)C(=O)c2cccc(S(=O)(=O)N3CCCCC3)c2)c(=O)[nH]c1=O	3.3%
COc1ccc(Br)cc1CNC(=O)Cn1c(=O)c2cccn2c2ccc(F)cc21	-3.6%
Cn1nc(-c2ccccc2F)c2cc(C(=O)N3CCN(c4ccccc4F)CC3)sc21	15.5%
CCc1ccc(C(=O)c2cn(CC(=O)Nc3cc(C)ccc3C)c3nc(C)ccc3c2=O)cc1	-8.0%
COC(=O)Cc1[nH]c(=O)[nH]c1C(=O)OC	6.5%
Cc1ccc(S(=O)(=O)C2(C(=O)N3CCN(c4cc(C)ccc4C)CC3)CC2)cc1	4.5%
C=CCC(=O)N1CCCC(CNC(=O)c2ccc(-c3ccccc3)cc2)C1 (stereo not given)	11.0%
CCCCCN1C(C(=O)c2ccccc2)=C(NC(=O)c2ccc(OC)c(OC)c2)c2ccccc2S1(=O)=O	5.0%
CC(=O)N1c2ccc(S(=O)(=O)N3CCCCCC3)cc2CC1C(=O)NCc1ccccc1F (stereo not given)	-7.4%
Cc1cccc(N2CC(C(=O)Nc3nnc(SCC(=O)Nc4cc(C)on4)s3)CC2=O)c1 (stereo not given)	-2.2%
Cc1cccc(-c2nc(S(=O)(=O)c3ccc(Cl)cc3)c(N3CCCCCC3)o2)c1	0.3%
COc1ccc(NC(=O)C[C@H]2C(=O)N(c3ccc(Br)cc3)C[C@@H]2C)cc1	2.9%
O=C(COc1ccc(S(=O)(=O)N2CCOCC2)cc1)N1CCc2ccccc2C1	-1.1%
O=C(Cc1ccc(F)cc1)NCc1ccc2c(c1)CCN2C(=O)c1ccc(F)cc1	4.2%
C[C@@H]1CN([C@@H](C)CO)C(=O)CCCn2nncc2CO[C@@H]1CN(C)C(=O)Nc1ccccc1F	1.0%
CCN(CC)c1ccc(NC(=O)CCN2C(=O)c3ccccc3S2(=O)=O)c(C)c1	-12.5%

Pulled by structure from the list above:
SMILES	aSyn tox rescue
Cc1cc(F)ccc1S(=O)(=O)NCC(c1ccco1)S(=O)(=O)c1cccs1 (stereo not given)	-15.0%
COc1ccc(Br)cc1CNC(=O)Cn1c(=O)c2cccn2c2ccc(F)cc21	-3.6%
COc1ccc(NC(=O)C[C@H]2C(=O)N(c3ccc(Br)cc3)C[C@@H]2C)cc1	2.9%
O=C(CSc1ccccc1F)NC(=O)NC1CCCC1	10.7%

Two successive compounds out of the list so far:
SMILES	aSyn tox rescue
Cc1ccc(S(=O)(=O)N(C)C)cc1NC(=O)CCc1c[nH]c2ccccc12	-5.0%
CCCCn1c(N)c(N(CCOC)C(=O)c2cccc(S(=O)(=O)N3CCCCC3)c2)c(=O)[nH]c1=O	3.3%

Going on with the list.
SMILES	aSyn tox rescue
COc1ccc(C2C(=O)N(C3CCCCCC3)CC(=O)N2Cc2ccccc2)cc1 (stereo not given)	-11.0%
O=C(NCCCn1ccnc1)c1cc2ccccc2o1	-2.2%
CSc1ncnc2c1ncn2CCCNCC(c1ccccc1)c1ccccc1	-2.7%
Cc1cn2c(=O)cc(COC(=O)c3ccc(NC(=O)COc4ccccc4C)cc3)nc2s1	0.2%
COc1ccc(OC)c(NC(=O)N2CCC(N3CCN(Cc4ccc(F)cc4)C(=O)C3=O)CC2)c1	-0.9%
CC(C)(C)C(=O)Nc1ccc(S(=O)(=O)N2CCC(c3nc4ccccc4[nH]3)CC2)cc1	-1.5%
O=C(NCc1ccccc1Cl)C1CCN(S(=O)(=O)c2cccs2)CC1	-0.6%
CCOC(=O)c1c(NC(=O)COc2cccc(C)c2C)sc(C(C)=O)c1C	-3.0%
CC1CCN(C(=O)CSc2nnc(-c3ccccc3Cl)o2)CC1	1.2%
O=C(NCC(=O)N1CCN(Cc2ccccc2)CC1)c1ccccc1Cl	7.1%
COc1cc(C(=O)OC(C)C(=O)NC2CCCCC2C)c([N+](=O)[O-])cc1OC (stereo not given)	1.9%
CCOc1cc(C(=O)NCC(c2ccc(N(C)C)cc2)N2CCOCC2)cc(OCC)c1OCC (stereo not given)	-0.5%
Cn1cc(S(=O)(=O)N2CCc3ccccc32)cc1C(=O)NC(C)(C)C	2.9%
CCCn1c(N)c(N(CCOC)C(=O)COC(=O)c2ccccc2NCCO)c(=O)[nH]c1=O	-7.9%
CCc1ccc(-c2[nH]nc3nc(-c4ccc(OC)cc4)cc(C(=O)NCCCOC)c23)cc1	-8.8%
Cc1cccc(N2CCN(C(=O)c3cc4ccc5cccnc5c4[nH]3)CC2C)c1 (stereo not given)	2.1%
Cc1csc2nc(COC(=O)c3ccccc3NC(=O)c3ccccc3Cl)cc(=O)n12	0.9%
COc1cccc(C(=O)NCC(c2ccc(N(C)C)cc2)N2CCc3ccccc32)c1 (stereo not given)	-6.6%
O=C(CCN1C(=O)/C(=C/c2ccc3c(c2)OCO3)SC1=S)Nc1ccc(C(=O)O)cc1	1.6%
O=C(COc1ccc(Cl)cc1)N1CCN(Cc2ccc3c(c2)OCO3)CC1	-7.6%
CCOc1ccc(OCCC(=O)OCC(=O)c2c(N)n(CC(C)C)c(=O)n(C)c2=O)cc1	1.7%
COc1ccc(CCNC(=O)c2ccc(Cn3c(=O)c4ccccc4n(CC(=O)C(C)(C)C)c3=O)cc2)cc1OC	5.7%
CC(=O)N1CCc2c(sc3c2c(=O)n(-c2ccccc2)c(=O)n3CC(=O)Nc2cccc(C)c2)C1	-5.5%
Cc1ccc(C(=O)OC(C)CN2C(C)CCCC2C)cc1 (stereo not given)	1.9%
CCOc1ccc(OCCC(=O)OC(C)C(=O)Nc2ccc(Cl)cn2)cc1 (stereo not given)	0.6%
(further entries)
SMILES	aSyn tox rescue
CCOC(=S)SCC(=O)Nc1ncc(C)s1	-10.9%
CCOC(=O)c1c(C)oc2ncnc(Nc3cccc(C(F)(F)F)c3)c12	4.5%
O=C(COc1ccc2ccccc2c1)Nc1cccnc1Cl	6.8%
C[C@H](O)CNC(=O)c1[nH]cnc1C(=O)Nc1cccc(Cl)c1	-5.6%
Nc1ccc2c(c1)C(=O)Cc1ccccc1S2	5.2%
CC(C)(Oc1ccc(CCNC(=O)c2ccc(-c3ccc(Cl)cc3)o2)cc1)C(=O)O	1.1%
O=C(CC(NC(=O)OCc1ccccc1)c1nn[nH]n1)OCc1ccccc1 (stereo not given)	-9.2%
COc1cc(NC(=O)C2=C(C)OCCS2)c(Cl)cc1C(=O)NCCCN1CCCC(C)C1 (stereo not given)	1.1%
COc1ccc(C2CC(c3ccc4ccccc4c3OC(C)=O)=NN2C(C)=O)cc1 (stereo not given)	1.3%
CN1CCc2c(sc3c2C(=O)NC(c2ccc(OC(=O)c4ccccc4)cc2)N3)C1 (stereo not given)	-32.7%[inhibitor]
Cc1sc(NC(=O)CCCCC(=O)Nc2sc(C)c(C)c2C(=O)O)c(C(=O)O)c1C	-13.1%
CCOc1ccccc1NC(=O)C(=O)NCC(c1cccnc1)N1CCN(c2ccccc2)CC1 (stereo not given)	-0.8%
CCN(CC)CCN(C(=O)c1ccco1)c1nc2ccc(Br)cc2s1	-14.8%
O=C(O)/C=C/C(=O)Nc1ccc(Oc2ncnc3cc(Cl)ccc23)nc1	0.7%
CC(C)(C)OC(=O)N1CCC(CNC(=O)Nc2ccccc2)CC1	-6.6%
COc1cccc(C#Cc2ccc3c(c2)O[C@H](CN(C)S(=O)(=O)c2ccccc2F)[C@H](C)CN([C@H](C)CO)S3(=O)=O)c1	10.8%
Cc1ccc2c(c1)c1c(c(=O)n(-c3ccccc3C)c(=O)n1CC(=O)NCc1ccccc1)n2C	2.2%
O=C(c1ccco1)N1CCCN(Cc2cn[nH]c2-c2ccc(-c3ccccc3)cc2)CC1	-0.8%
CCN(CC)C(=O)C1=C(C)N(CCC2=CCCCC2)C(=O)C(CC(=O)NCCN2CCOCC2)C1 (stereo not given)	2.1%
COc1ccccc1CNC(=O)c1cc(S(=O)(=O)N2CCCC2)cn1C	-0.2%
Cc1ccc(CCNC(=O)C23C[C@H]4C[C@@H](C2)CC(n2nnc(C)n2)(C4)C3)cc1	-6.6%
COc1cc(C2(c3ccc(O)c(OC)c3)C(=O)N(C)c3ccc(C)cc32)ccc1O	-3.7%
COc1cc(-c2noc(CN3CCN(c4ccccc4)CC3)n2)cc(OC)c1OC	3.6%
Cc1ccc(SCc2nc(-c3ccc(C(=O)NCc4ccccc4Cl)cc3)oc2C)cc1	-6.0%
O=C(NCCc1ccc(Cl)cc1)C1CCN(c2ncccn2)CC1	-4.3%
Carrying on:
SMILES	aSyn tox rescue
CCOc1ccccc1CNc1ncnc2c1nc1n2CCCC1	8.2%
OCc1ccc(-c2ccccc2)c(-c2ccccc2)c1	0.4%
COc1ccc(-n2c(SCC(=O)N3CCC(C)CC3)nc3c([nH]c4ccccc43)c2=O)cc1	0.3%
NC(=O)CSc1n[nH]c(=O)n1CCc1ccccc1	0.3%
O=C(Cn1c2ncccc2c(=O)n1-c1ccccc1)Nc1ccc(F)c(F)c1	-12.0%
Cc1cc(C)c(SSc2nnnn2-c2ccccc2)c(C)c1	-41.8%[inhibitor]
NC(=O)C1CCN(C(=O)c2ccc(Cl)c(NC(=O)c3cccs3)c2)CC1	4.2%
CCOc1nc(-c2ccccc2)ccc1-c1noc(-c2cccnc2)n1	-7.5%
COc1ccc(CCNC(=O)CCS(=O)(=O)c2cc(Br)cc3c2N(C(C)=O)CC3)cc1OC	5.3%
Fc1cccc(CSc2nc(NCCc3ccccc3)c3ccccc3n2)c1	-27.4%
O=c1cc(-c2ccccc2)n2c(SCc3c(F)cccc3Cl)nnc2[nH]1	5.6%
CCN(CC)S(=O)(=O)c1ccc2c(c1)N(CC(=O)N(C)Cc1ccccc1)C(=O)CO2	-8.8%
c1ccc2c(c1)[nH]c1c3ccccc3sc21	10.4%
CCC1CCCCN1C(=O)Cn1c(=O)oc2cc(S(=O)(=O)N3CCCCC3)ccc21 (stereo not given)	1.8%
Cc1ccc(NC(=O)N2CCN(c3cc(-c4noc(C)n4)ccc3C)CC2)c(C)c1	7.3%
CN1CCN(S(=O)(=O)c2cccs2)CC1	7.2%
Cc1ccc(CNC(=O)CN2C(=O)CCn3nc(-c4ccccc4)cc32)cc1	-6.9%
O=C(CCNS(=O)(=O)c1ccc(Br)cc1)N1CCN(c2ccccc2O)CC1	-7.4%
Cc1cccc(N2CCN(c3cc(C)nc4c(-c5ccc(Cl)cc5)c(C)nn34)CC2C)c1 (stereo not given)	5.7%
COc1ccc(C2C=C(c3ccccc3)Nc3nc(NS(=O)(=O)c4ccccc4)nn32)cc1 (stereo not given)	2.2%
COc1ccc(N2CCN(S(=O)(=O)c3ccc(CC(C)C)cc3)CC2)cc1	-5.5%
COc1ccc(C(=O)NCC(=O)OCc2cc(=O)n3nc(C4CCCCC4)sc3n2)cc1	8.1%
COc1ccc(NC(=O)C[C@H]2C(=O)N(CCc3ccccc3)C[C@@H]2Cc2ccccc2)cc1	1.5%
O=C(Cn1cncn1)N/N=C/c1cc([N+](=O)[O-])ccc1O	-25.1%
Cc1cc(Cl)ccc1NC(=O)CN1C(=O)C(=O)c2ccccc21	3.9%
(continued)
SMILES	aSyn tox rescue
COCCCN1CN=C(NS(=O)(=O)c2ccc(NC(C)=O)cc2)NC1	-11.3%
O=C(C1CC(=O)N(c2ccc(F)cc2)C1)N1CCOCC1 (stereo not given)	4.1%
O=C(NC(=S)NNC(=O)c1ccccc1O)c1ccc([N+](=O)[O-])cc1	-12.8%
Cc1nc(SCC(=O)Nc2ccc(C(=O)O)cc2)n[nH]1	-2.2%
CC1Sc2ccc(C(=O)N(CCc3ccccc3)Cc3ccccc3)cc2NC1=O (stereo not given)	12.3%
COc1ccc(OCCOC(=O)CNC(=O)c2cccc(C)c2)cc1	-3.4%
O=C(COC(=O)/C=C/C(=O)N1CCN(c2ccccc2)CC1)NCc1ccc(F)cc1	5.5%
O=C(CCC1N=C2c3ccccc3N=C(SCC(=O)NCCc3ccccc3)N2C1=O)NCc1ccc(F)cc1 (stereo not given)	-3.4%
CC(=O)Nc1cc(NC(C)=O)cc(C(=O)OCC(=O)c2ccc3c(c2)NC(=O)CO3)c1	3.2%
CC(=O)c1cccc(NC(=O)COC(=O)CCc2ccc(S(=O)(=O)N3CCOCC3)cc2)c1	1.9%
O=C(c1cc(-c2ccncc2)nc2ccccc12)N1CCOCC1	-4.2%
COC(=O)C(CCSC)NC(=O)Cn1ncc2c(=O)oc3ccccc3c21 (stereo not given)	-1.5%
C/C(=N/N1CCN(Cc2cccc3ccccc23)CC1)c1ccco1	1.7%
Cc1nnc(NC(=O)c2c(F)cccc2F)s1	4.6%
O[C@H]1CN(CC2CCCCC2)[C@@H](c2ccccc2)C[C@@H]1n1cc(C2CC2)nn1	-2.9%

Among those listed so far, these contain a tert-butyl group.
SMILES	aSyn tox rescue
CC(C)(C)C(=O)Nc1ccc(S(=O)(=O)N2CCC(c3nc4ccccc4[nH]3)CC2)cc1	-1.5%
Cn1cc(S(=O)(=O)N2CCc3ccccc32)cc1C(=O)NC(C)(C)C	2.9%
COc1ccc(CCNC(=O)c2ccc(Cn3c(=O)c4ccccc4n(CC(=O)C(C)(C)C)c3=O)cc2)cc1OC	5.7%
CC(C)(C)OC(=O)N1CCC(CNC(=O)Nc2ccccc2)CC1	-6.6%
